High-throughput results: PubChem, National Center for Advancing Translational Sciences (NCATS)
N370S GC: qHTS Assay for Inhibitors and Activators of N370S glucocerebrosidase as a Potential Chaperone Treatment of Gaucher Disease | Lysosomal acid glucosylceramidase (Homo sapiens), P04062 | N370S GC spleen homogenate, 4MU-glucoside fluorescence | Potency, µM (titrated, usually from 59.4 µM), for inactives: top-dose activity change, negative = inhibition, usual class: inhibitors | 330,000 tested, 0.092% active | AID 2101, 2009;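 note: 0% = full enzyme activity and -100% = no enzyme basal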
TDP1 inh: qHTS Assay for Inhibitors of Tyrosyl-DNA Phosphodiesterase (TDP1); Potency, µM (highest dose often 130 µM), for inactives: top-dose activity change, negative = inhibition, most hits filed as inhibitors; recombinant TDP1, AlphaScreen DNA substrate cleavage; AID 485290, 2010; 350,000 tested, 0.28% active; note: nearly all actives have a fitted effect of over 40% in size
Target sequence (Q9NUW8 whole entry, looked up): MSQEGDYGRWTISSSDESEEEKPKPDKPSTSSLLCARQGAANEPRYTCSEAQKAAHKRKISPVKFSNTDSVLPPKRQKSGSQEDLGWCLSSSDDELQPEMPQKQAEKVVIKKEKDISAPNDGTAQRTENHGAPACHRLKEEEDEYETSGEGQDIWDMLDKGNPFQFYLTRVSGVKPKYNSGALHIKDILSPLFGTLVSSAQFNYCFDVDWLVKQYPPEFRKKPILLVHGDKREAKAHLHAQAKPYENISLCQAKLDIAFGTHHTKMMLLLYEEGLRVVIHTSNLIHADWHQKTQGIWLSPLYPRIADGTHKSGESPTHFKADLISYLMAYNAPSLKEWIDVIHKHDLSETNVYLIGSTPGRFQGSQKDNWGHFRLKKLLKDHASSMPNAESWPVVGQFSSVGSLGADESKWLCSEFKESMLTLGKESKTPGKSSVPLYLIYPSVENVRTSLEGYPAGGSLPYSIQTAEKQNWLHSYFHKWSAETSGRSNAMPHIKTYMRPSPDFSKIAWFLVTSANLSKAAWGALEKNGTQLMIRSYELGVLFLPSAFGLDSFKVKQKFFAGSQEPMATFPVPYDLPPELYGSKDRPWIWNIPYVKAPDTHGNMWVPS
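Here, a 5' biotin and 3' phosphotyrosine-FITC DNA oligonucleotide reports Tdp1 activity: intact substrate bridges AlphaScreen beads, while cleavage leaves a 3' phosphate and drops signal. All incubations at room temperature.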
FEN1 inh: qHTS Assay for the Inhibitors of Human Flap endonuclease 1 (FEN1); 390,000 tested, 0.35% active; Recombinant FEN1 flap cleavage, fluorescence, 15 min; AID 588795, 2011; Potency, µM (doses to about 114 µM), without a hit: at the highest dose activity change, negative = inhibition, usual class: inhibitors; note: nearly all actives have a fitted effect of over 65% in size
Target sequence (P39748 whole entry, looked up): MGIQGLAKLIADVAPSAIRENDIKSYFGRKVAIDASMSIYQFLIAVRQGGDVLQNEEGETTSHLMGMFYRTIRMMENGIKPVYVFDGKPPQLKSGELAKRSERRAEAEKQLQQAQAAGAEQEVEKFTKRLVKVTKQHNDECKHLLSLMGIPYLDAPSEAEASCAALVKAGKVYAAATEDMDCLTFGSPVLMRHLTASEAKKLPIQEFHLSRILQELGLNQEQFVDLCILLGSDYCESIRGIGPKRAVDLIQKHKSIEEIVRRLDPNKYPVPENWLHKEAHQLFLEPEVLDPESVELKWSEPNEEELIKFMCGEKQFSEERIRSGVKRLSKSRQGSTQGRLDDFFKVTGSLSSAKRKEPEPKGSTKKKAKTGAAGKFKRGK
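Quantitative HTS format: each compound was titrated, incubated with 10 nM nuclease for 15 min at room temperature, then challenged with flap substrate at 50 nM final. Signal change over 15 min gave concentration–effect curves.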
* hit, by the source's call; ? = inconclusive; nt = no result given; & = joins results of further samples; [ ] = another dose, or the depositor's remark. Calls come from the whole dose curve; as a rule, active = well fitted curve in the direction sought with a large enough effect; inconclusive = small, poorly fitted or top-dose-only effect, or another doubt; inactive = no such curve, though single readings can be large; an effect the other way counts as inactive or inconclusive. Unless noted, % is set by controls: 0 for no effect and ±100 for the full control effect; potency is the fitted concentration of half-maximal effect. Some of the compounds tested (hit frequency here may not be typical).

SMILES | N370S GC | TDP1 inh | FEN1 inh
CSc1ccc(CNC(C)C(O)c2ccccc2)cc1 (stereo not drawn) | 11% | 8% | 2%
C[N+]1(C)[C@@H]2CC[C@H]1CC(OC(=O)[C@@H](CO)c1ccccc1)C2 (stereo partly drawn) | -19% | -9%[56.1 µM] | 12%
O=C1CC(N2CCC(n3c(=O)[nH]c4ccccc43)CC2)C(=O)N1c1ccc(F)cc1 (stereo not drawn) | -1% | -10% | -3%
CCc1nc2ccc(N3CCN(C)CC3)cc2nc1CC | 2% | 0% | -4%
O=C1CNC(c2ccccc2Cl)c2cc(Br)ccc2N1 (stereo not drawn) | -9% | nt | -1%
CCCCCCCCCCCCCl | 1% | 4% | nt
Cn1cc(C(=O)Cc2ccccc2)c2ccccc21 | 6% | 4% | -3%
c1ccc2cc(C3N4CCCN34)ccc2c1 (stereo not drawn) | 7% | -5% | 38%[activator]
CCc1ccc(-n2nc(C)c3c2NC(=O)CSC3c2ccc(OC)cc2OC)cc1 (stereo not drawn) | nt | -6% | -22%
CCn1c(O)c(C=Nc2cc(Cl)ccc2Cl)c(=O)n(CC)c1=O | -11% | -8% | 0%
CCC(=NCc1ccco1)c1c(O)[nH]c(=O)[nH]c1=O | -2% | 4% | -1%
Cc1ccc(C2CN(C)CC2C(=O)c2ccc(F)cc2)cc1 (stereo not drawn) | -22% | nt | 13%
N#Cc1ccccc1NC(=O)CN1CC=C(c2ccccc2)CC1 | -26% | -1% | 3%
Cc1cccc(OC(C)C(=O)NCC2(N(C)C)CCCCC2)c1C (stereo not drawn) | nt | -3% | 3%
COC(=O)[C@@]1(O)C[C@@H]2O[C@@]1(C)n1c3ccccc3c3c4c(c5c6ccccc6n2c5c31)C(=O)NC4 | -2% | 3% | nt
CNS(=O)(=O)c1ccc(N=Cc2c(O)n(-c3ccccc3)c(=O)[nH]c2=O)cc1 | 2% | 3% | 4%
COc1ccc(CC(=O)Nc2ccc3c(C(F)(F)F)cc(=O)oc3c2)cc1OC | -4% | 3% | -3%
O=C(Nc1ccc(Br)cc1)c1cc(Br)cc(Br)c1O | 9% | 5% | nt
C[C@]12CC[C@H](O)C[C@H]1CC[C@@H]1[C@@H]2CC[C@]2(C)[C@@H](C3=CC(=O)OC3)CC[C@]12O | -8% | nt | 20%
CN(C)C(=O)Oc1ccnc2cc(Cl)ccc12 | 5% | 2% | 2%
O=C1NC(=O)N(Cc2ccc(F)cc2)C(=O)/C1=C\c1ccc([N+](=O)[O-])s1 | -4% | 4% | 25µM*
CC(=O)Nc1nnc(CCN(CCc2nnc(NC(C)=O)s2)[N+](=O)[O-])s1 | 1% | 3% | 1%
O=C1/C(=C\c2ccc(Cl)c(Cl)c2)N2CCC1CC2 | 20% | 5% | -18%
Fc1ccc(CNC2CN3CCC2CC3)cc1 (stereo not drawn) | 6% | nt | 25%
CCC(C)N1Cc2ccccc2C1=N (stereo not drawn) | 1% | 4% | 2%
C[C@]12N[C@H](Cc3ccccc31)c1ccccc12 | -1%&0% | 8%&8% | 52%&13%[activator]
Cn1c(O)c(/C=N/N2CCOCC2)c(=O)n(C)c1=S | 1% | 2% | -6%
COC(=O)C1=C(c2ccc(OC(F)(F)F)cc2)C[C@@H]2CC[C@H]1N2C(=O)N1CCOCC1 | nt | 0% | 5%
O=C(C1CC(c2ccc(F)cc2)=NO1)N1CCC2(CC1)OCCO2 (stereo not drawn) | -13% | 0% | -6%
COc1ccc(CNCCc2c[nH]c3ccccc23)c(OC)c1C | -11% | nt | -8%
FC(F)=C(F)CCSc1ncn[nH]1 | 8% | -5% | 2%
CO[C@@H]1C=CC23c4cc5c(cc4CO[C@]2(O)CN(C)[C@H]3C1)OCO5 (stereo partly drawn) | nt | 4% | 9%
C=C(C)CSc1nnc([C@@H](N)Cc2c[nH]c3ccccc23)o1 | ? | 4% | 0%
Cc1ccc(-n2c(O)c(/C=N/Nc3ccccc3)c(=O)[nH]c2=O)cc1C | 13% | 9% | -16%
Cn1cc(C=C(C#N)C#N)c2ccccc21 | 6% | -3% | 16%
c1ccc2sc(C3(N4CCCC4)CCCCC3)cc2c1 | -7% | 9% | nt
FC(F)(F)Oc1ccc(C2NCc3ccccc3-n3cccc32)cc1 (stereo not drawn) | -15% | nt | -23%
N/C(=N\[N+](=O)[O-])N1CCN(C(=O)OC2CCCC2)CC1 | -3% | nt | -16%
ClCC(Br)CBr (stereo not drawn) | 4% | 1%&-6% | 13%
CC(C)n1c(=O)c(C=Nc2cccc([N+](=O)[O-])c2)c(O)n(CCc2ccccc2)c1=O | -28% | 5% | 7%
ClCc1ccccn1 | 1% | 14% | nt
C[C@]12N[C@@H](Cc3ccccc31)c1ccccc12 | -12% | 14%[56.1 µM] | nt
Cc1cccc(-n2c(/C=C/c3c[nH]c4ccccc34)nc3ccccc3c2=O)c1 | nt | 6%[12.3 µM] | 10%
COc1cc2c(cc1OC)-c1c(OC)c(OC)c(C=O)c3c1[C@H](C2)N(C)CC3 | -4% | 11% | nt
N=C1C(c2ccccc2)=C(O)CN1Cc1ccco1 | 5% | 6% | 15%
N#CC(C#N)=Cc1ccc([N+](=O)[O-])c(O)c1 | -4%&-14%&-6%&-10% | 9%&17%&6% | nt
O=S(=O)(F)c1ccc2nc(-c3cccc(Sc4ccccc4)c3)cc(Cl)c2c1 | 5% | nt | 14%
CCCOC(=O)c1ccccc1C(=O)OCCC | 6% | -3%&12% | -3%
CN(C(=O)Oc1ccc(Cl)c2cccnc12)c1ccccc1 | 5% | 6% | -6%
CCC1(C2=NCCN2)Cc2ccccc2O1 (stereo not drawn) | -9%&-1%&-2%&3% | 7%[56.1 µM] | -3%
O=C(NC1CN2CCC1CC2)c1cccc(Cl)c1 (stereo not drawn) | -3% | nt | 0%
COC(=O)C1=C(c2ccc(F)cc2OCc2ccccc2)C[C@@H]2CC[C@H]1N2C(=O)NCc1ccc2[nH]ccc2c1 | nt | 3% | -22%
O=C(c1ccco1)C12CN3CN(CN(C3)C1)C2 | 3% | 3%[56.1 µM] | 1%
C=Cn1ccnc1P(=S)(c1ccn(C)c1)c1nccn1C=C | 4%[2.35 µM] | 3% | -11%
c1cc(CCN2CCCC2)ccn1 | 8% | ? | 18%
COC(=O)c1ccccc1-n1c(C)nc2ccccc2c1=O | -1% | -2% | -2%
O=c1[nH]c(=O)n(C2CCCCC2)c(O)c1/C=C/C=Nc1ccccc1 | 0% | nt | 6%
Cn1c(O)c(C(=N)COc2ccccc2)c(=O)n(C)c1=O | 5% | -2% | 0%
Cc1ccc(N2C(=O)NC(=O)C3(Cc4ccccc4N4CCN(c5ccccc5)CC43)C2=O)cc1 (stereo not drawn) | -2% | 8% | -14%
COc1ccc(-c2nn(CCC#N)cc2C(=O)Nc2ccc(C(C)=O)cc2)cc1 | -24% | 4% | 0%

Continued.
SMILES | N370S GC | TDP1 inh | FEN1 inh
Cc1cccc(CN2CCN(C(=O)Cc3ccccc3)CC2)c1 | -24% | nt | 0%
Oc1ccc2c3c1O[C@H]1c4[nH]c5c(c4C[C@@]4(O)[C@@H](C2)N(CC2CC2)CC[C@]314)C[C@@]1(O)[C@H]2Cc3ccc(O)c4c3[C@@]1(CCN2CC1CC1)[C@H]5O4 | 2%&-4% | 11%[56.1 µM] | nt
CCOc1ccc2cc(C#N)c(=O)oc2c1 | ? | 2%&4% | nt
C/C(=N\Nc1ccccc1)c1c(O)n(C)c(=O)n(C)c1=O | 11% | -2% | -8%
CN1CC(C(=O)c2ccc(Cl)cc2)C(c2ccc(Cl)cc2Cl)C1 (stereo not drawn) | 18µM* | nt | 10%
CC1Oc2cc3c(-c4c(O)cc(O)c5c(O)c6c(cc45)OC(C)C(C)C6=O)c(O)cc(O)c3c(O)c2C(=O)C1C (stereo not drawn) | 23% | 8% | 14µM*
O=C(Cn1cc(C(=O)c2ccccc2F)c2ccccc21)NCc1ccco1 | 1% | -3% | 2%
CCC(C)C(=O)c1c(O)c(C)c2oc3c(C)c(O)c(C(=O)C(C)CC)c(O)c3c2c1O (stereo not drawn) | 8% | 14%[56.1 µM] | nt
O=c1[nH]c(=S)n(C2CCCCC2)c(O)c1/C=N/N1CCOCC1 | 1% | nt | -10%
CSc1ncc(/C=C2/C(=O)NC(=O)N(C)C2=O)cn1 | 0% | -3% | -1%
NC(CC(=O)O)C1CCCCC1 (stereo not drawn) | -12% | 0% | nt
CN1C2CCC1CC(OC(c1ccc(F)cc1)c1ccc(F)cc1)C2 (stereo not drawn) | -20% | 5% | nt
C=CCN1C(=O)NC(=O)C(Cc2ccc(OC)c(OC)c2)C1=O (stereo not drawn) | 2% | -3% | -11%
CC(=O)OC1(c2ccc(C)cc2)CN2CCC1c1ccccc12 (stereo not drawn) | -4% | 0% | -10%
COc1ccc(-c2cc(=NCC(=O)O)c3ccccc3o2)cc1 | ? | nt | ?
CCOC(=O)[C@]1(C#N)[C@@H]2C=CC(C(N)=O)=CN2[C@@H](C(N)=O)[C@@H]1c1ccc(F)cc1 | -4% | 7% | -6%
CC(C(=O)c1c[nH]c2ccccc12)N1CCc2ccccc2C1 (stereo not drawn) | -4% | 5% | 0%
OC(Cn1c2ccccc2c2ccccc21)C[n+]1cccc2ccccc21 (stereo not drawn) | -22% | 3% | ?
COC(=O)C1=C(c2ccc3ccccc3c2)C[C@@H]2CC[C@H]1N2C(=O)NC1Cc2ccccc2C1 | nt | -2% | -13%
CN(C/N=C(\N)N[N+](=O)[O-])S(=O)(=O)c1ccccc1 | 24% | -2% | -1%
CC(C)c1ccc(-n2c(O)c(/C=N/NC(=O)c3ccncc3)c(=O)[nH]c2=O)cc1 | -20% | 11% | -8%
N[C@H](CCCP(=O)(O)O)C(=O)O | -2%&11% | 11% | nt
Cc1ccc(-c2cc(-c3ccccc3)cc(-c3ccccc3)[n+]2-c2ccccc2C(=O)O)cc1 | -6% | -2% | 1%
CCC1(CC)C(=O)NC(=NCCc2c[nH]c3ccccc23)NC1=O | 2% | 0% | -7%
Cc1nc2ccccc2c(=O)n1-c1ccccc1[N+](=O)[O-] | -14% | 3% | -3%
CC1CCCCN1Cc1c[nH]c2ccccc12 (stereo not drawn) | 0% | -1% | 17%
CC[N+]1(C)CCCC(OC(=O)C(O)(c2ccccc2)c2ccccc2)C1 (stereo not drawn) | 3%&9% | -3% | 18%
CCOC(=O)C1=C(N)OC2=C(C(=O)CCC2)C12C(=O)N(C)c1ccccc12 (stereo not drawn) | -1% | 4% | 1%
CCCCOC(=O)C1=C(N)OC2=C(C(=O)CCC2)[C@]12C(=O)N(C)c1ccccc12 | 2% | -7% | 2%
C[C@]12CCC(=O)C(O)=C1CC[C@@H]1[C@@H]2CC[C@]2(C)C(=O)CC[C@@H]12 | 5% | 4% | 3%
Cc1cc(OCC(=O)NCC(O)c2ccccc2)c2c3c(c(=O)oc2c1)CCC3 (stereo not drawn) | -3% | 3% | -24%
COCCN1C(=O)NC(=O)/C(=C\c2ccc(Br)cc2)C1=O | -1% | -3% | ?

Taken from the listing, 15 compounds:
SMILES | N370S GC | TDP1 inh | FEN1 inh
COc1ccc(-c2cc(=NCC(=O)O)c3ccccc3o2)cc1 | ? | nt | ?
CCOC(=O)[C@]1(C#N)[C@@H]2C=CC(C(N)=O)=CN2[C@@H](C(N)=O)[C@@H]1c1ccc(F)cc1 | -4% | 7% | -6%
CC(C(=O)c1c[nH]c2ccccc12)N1CCc2ccccc2C1 (stereo not drawn) | -4% | 5% | 0%
OC(Cn1c2ccccc2c2ccccc21)C[n+]1cccc2ccccc21 (stereo not drawn) | -22% | 3% | ?
COC(=O)C1=C(c2ccc3ccccc3c2)C[C@@H]2CC[C@H]1N2C(=O)NC1Cc2ccccc2C1 | nt | -2% | -13%
CN(C/N=C(\N)N[N+](=O)[O-])S(=O)(=O)c1ccccc1 | 24% | -2% | -1%
CC(C)c1ccc(-n2c(O)c(/C=N/NC(=O)c3ccncc3)c(=O)[nH]c2=O)cc1 | -20% | 11% | -8%
N[C@H](CCCP(=O)(O)O)C(=O)O | -2%&11% | 11% | nt
Cc1ccc(-c2cc(-c3ccccc3)cc(-c3ccccc3)[n+]2-c2ccccc2C(=O)O)cc1 | -6% | -2% | 1%
CCC1(CC)C(=O)NC(=NCCc2c[nH]c3ccccc23)NC1=O | 2% | 0% | -7%
Cc1nc2ccccc2c(=O)n1-c1ccccc1[N+](=O)[O-] | -14% | 3% | -3%
CC1CCCCN1Cc1c[nH]c2ccccc12 (stereo not drawn) | 0% | -1% | 17%
CC[N+]1(C)CCCC(OC(=O)C(O)(c2ccccc2)c2ccccc2)C1 (stereo not drawn) | 3%&9% | -3% | 18%
CCOC(=O)C1=C(N)OC2=C(C(=O)CCC2)C12C(=O)N(C)c1ccccc12 (stereo not drawn) | -1% | 4% | 1%
CCCCOC(=O)C1=C(N)OC2=C(C(=O)CCC2)[C@]12C(=O)N(C)c1ccccc12 | 2% | -7% | 2%
